Source: PubChem BioAssay
LYPLA2 counter – blocks human lysophospholipase 2, a PME1 counter-screen; O95372; actives 0.38% (n = 320,000); AID 2177; recombinant LYPLA2, FP-Rh probe fluorescence polarization; inhibition, % at 5.9 µM;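 active = inhibition above the screen-wide mean plus 3 SD, limit set per campaign, cut at about 26% in these data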;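 note: 0% = LYPLA2 with DMSO and 100% = wells lacking LYPLA2 enzyme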
PAFAH1B3 inh – blocks human PAF acetylhydrolase 1B catalytic subunit 3. recombinant PAFAH1B3, FP-rhodamine probe, fluorescence polarization. Q15102. inhibition, % at 3.39 µM. actives 0.28% (n = 340,000). AID 492972;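 active = inhibition above the screen-wide average of all tested compounds plus 3 SD, cut at about 25% in these data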;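 note: 0% = enzyme with DMSO only and 100% = wells lacking PAFAH1B3 protein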
Target sequence (Q15102 whole entry, looked up): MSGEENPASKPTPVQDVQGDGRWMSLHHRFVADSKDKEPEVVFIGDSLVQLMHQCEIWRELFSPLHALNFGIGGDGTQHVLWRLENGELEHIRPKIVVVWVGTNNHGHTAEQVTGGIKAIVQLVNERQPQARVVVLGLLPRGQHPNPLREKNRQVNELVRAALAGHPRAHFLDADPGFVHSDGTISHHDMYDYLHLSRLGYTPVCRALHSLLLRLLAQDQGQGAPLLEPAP
PAFAH2 FP inh – inhibitors of human PAFAH2; actives 0.99% (n = 340,000); Q99487; inhibition, % at 3.39 µM; AID 492956; recombinant PAFAH2, FP-rhodamine activity probe, fluorescence polarization;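 active = inhibition above the mean over all tested compounds plus 3 SD, cut at about 30% in these data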;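 note: inhibitors block probe labeling of enzyme so polarization drops; 0% = enzyme with DMSO and 100% = wells lacking PAFAH2 protein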
PAFAH1B2 FP inh – blocks human PAF acetylhydrolase 1b catalytic subunit 2 | inhibition, % at 3.39 µM | AID 492953 | recombinant PAFAH1B2, FP-rhodamine activity probe, fluorescence polarization | P68402 | actives 1.2% (n = 340,000);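 active = inhibition above the mean of all tested compounds plus 3 SD, cut at about 24% in these data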;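 note: 0% = enzyme with DMSO and 100% = wells lacking PAFAH1B2; many of its hits are not listed in these tables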
Target sequence (P68402 whole entry, looked up): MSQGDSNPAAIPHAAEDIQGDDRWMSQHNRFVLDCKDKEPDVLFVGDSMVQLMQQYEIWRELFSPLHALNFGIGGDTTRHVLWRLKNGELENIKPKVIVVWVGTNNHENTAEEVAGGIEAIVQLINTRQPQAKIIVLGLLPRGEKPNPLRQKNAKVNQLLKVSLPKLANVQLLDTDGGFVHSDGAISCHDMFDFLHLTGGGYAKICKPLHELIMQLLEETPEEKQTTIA
pPAFAH inh – inhibitors of human plasma PAF acetylhydrolase (pPAFAH); recombinant pPAFAH, FP-rhodamine probe fluorescence polarization; actives 1.5% (n = 330,000); inhibition, % at 3.39 µM; AID 463082;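 active = inhibition above the mean inhibition across the screen plus 3 SD, cut at about 25% in these data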;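 note: inhibitors block binding of the rhodamine activity-based probe so polarization drops; 0% = enzyme with DMSO and 100% = wells lacking pPAFAH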
PME-1 inh – PME-1 (human) inhibition; Q9Y570; recombinant PME-1, FP-Rh probe fluorescence polarization; inhibition, % at 5.9 µM; actives 0.53% (n = 320,000);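 active = inhibition above the campaign mean of all compounds plus 3 SD, cut at about 26% in these data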;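 note: competitive labeling of PME-1 active site by serine hydrolase directed probe; 0% = PME-1 with DMSO and 100% = wells lacking PME-1 enzyme; inhibitors block probe labeling so polarization falls and inhibition rises; many of its hits are not listed in these tables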
PAD4 inh – PAD4 (human) enzyme inhibition; recombinant PAD4, RCA probe fluorescence polarization; Q9UM07; AID 485272; inhibition, % at 6.36 µM; actives 0.41% (n = 330,000);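 active = percent inhibition above a cutoff equal to the mean of all tested compounds plus 3 SD, cut at about 15% in these data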;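 note: 0% = PAD4 with RCA probe and DMSO and 100% = probe without PAD4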
LYPLA1 counter – blocks human lysophospholipase 1, a PME1 counter-screen; recombinant LYPLA1, FP-Rh probe fluorescence polarization; actives 0.16% (n = 320,000); inhibition, % at 5.9 µM;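 active = inhibition above the mean of all tested compounds plus 3 SD, set per campaign, cut at about 14% in these data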;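 note: inhibitors block serine hydrolase probe labeling of LYPLA1 so polarization falls; 0% = enzyme with DMSO and 100% = wells lacking LYPLA1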
Target sequence (O75608 whole entry, looked up): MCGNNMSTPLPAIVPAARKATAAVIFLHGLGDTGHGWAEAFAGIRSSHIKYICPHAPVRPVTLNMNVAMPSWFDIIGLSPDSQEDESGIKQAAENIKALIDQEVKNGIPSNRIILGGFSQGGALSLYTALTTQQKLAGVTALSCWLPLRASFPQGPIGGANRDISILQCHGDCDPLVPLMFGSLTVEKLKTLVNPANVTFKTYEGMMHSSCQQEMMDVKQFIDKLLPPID
GSTO1 inh – counter-screen for RBBP9 inhibitors: inhibitors of human GSTO1 | inhibition, % at 5.96 µM | P78417 | recombinant GSTO1, activity-based probe fluorescence polarization | AID 1974 | actives 1.1% (n = 300,000);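 active = inhibition above the campaign mean inhibition plus 3 SD, cut at about 35% in these data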;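 note: 0% = GSTO1-1 with DMSO and 100% = wells lacking GSTO1-1 enzyme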
Target sequence (P78417 whole entry, looked up): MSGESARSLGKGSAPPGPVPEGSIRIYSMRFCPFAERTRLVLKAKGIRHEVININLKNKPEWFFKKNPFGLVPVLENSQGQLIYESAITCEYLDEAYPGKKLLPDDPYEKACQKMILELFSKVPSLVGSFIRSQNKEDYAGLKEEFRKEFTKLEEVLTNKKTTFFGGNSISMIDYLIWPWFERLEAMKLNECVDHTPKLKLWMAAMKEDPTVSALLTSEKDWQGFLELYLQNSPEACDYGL
An asterisk follows results filed as active; . = not tested or not shown.

SMILES	LYPLA2 counter	PAFAH1B3 inh	PAFAH2 FP inh	PAFAH1B2 FP inh	pPAFAH inh	PME-1 inh	PAD4 inh	LYPLA1 counter	GSTO1 inh
COc1ccccc1N1CCN(C(=O)C(C)N(c2ccc(C)c(C)c2)S(C)(=O)=O)CC1 (stereo not given)	-3	-8	0	-2	1	-4	1	0	-5
O=C(/C=C/c1ccccc1)NC(=S)Nc1cccnc1	7	11	5	1	3	0	1	2	-8
CCOc1ccc(-n2c(SCC(=O)Nc3nccs3)nnc2-c2ccoc2C)cc1	7	0	3	0	8	3	-1	7	10
O=C(Nc1ccccc1)N(Cc1ccccc1)Cc1ccccc1	6	4	-4	0	12	3	-4	3	0
CN1CCN(C(=O)/C=C/c2ccc(Cl)c(Cl)c2)CC1	2	1	2	5	-1	1	0	-1	3
COC(=O)c1ccc(COc2ccccc2/C=N/NC(N)=O)o1	0	.	.	.	-1	-10	-2	-1	0
Cc1nc2ccccc2c(=O)n1CCCn1ccnc1	-5	11	4	5	4	-1	-3	2	0
CC1CCc2c(sc(NS(=O)(=O)c3ccccc3)c2C(=O)OC(C)C)C1 (stereo not given)	3	-2	6	3	25*	4	-8	-3	4
O=C1CCc2cc(S(=O)(=O)Nc3ccc(F)cc3)ccc2N1	4	4	6	0	29*	-2	-3	4	.
Cn1c(Sc2ccc(C(F)(F)F)cc2[N+](=O)[O-])nnc1-c1ccccc1	-2	4	2	-1	1	1	-3	-2	10
COc1ccc(Nc2nc3ccccc3nc2NS(=O)(=O)c2cccs2)cc1	8	6	7	3	27*	7	3	-4	12
O=C(Nc1ncccc1O)c1ccc(Cl)c(S(=O)(=O)N2CCCCCC2)c1	-6	-4	13	19	4	-9	3	-1	1

Six compounds picked at random from those above, as already listed:
SMILES	LYPLA2 counter	PAFAH1B3 inh	PAFAH2 FP inh	PAFAH1B2 FP inh	pPAFAH inh	PME-1 inh	PAD4 inh	LYPLA1 counter	GSTO1 inh
O=C(/C=C/c1ccccc1)NC(=S)Nc1cccnc1	7	11	5	1	3	0	1	2	-8
O=C(Nc1ccccc1)N(Cc1ccccc1)Cc1ccccc1	6	4	-4	0	12	3	-4	3	0
COC(=O)c1ccc(COc2ccccc2/C=N/NC(N)=O)o1	0	.	.	.	-1	-10	-2	-1	0
CN1CCN(C(=O)/C=C/c2ccc(Cl)c(Cl)c2)CC1	2	1	2	5	-1	1	0	-1	3
Cn1c(Sc2ccc(C(F)(F)F)cc2[N+](=O)[O-])nnc1-c1ccccc1	-2	4	2	-1	1	1	-3	-2	10
Cc1nc2ccccc2c(=O)n1CCCn1ccnc1	-5	11	4	5	4	-1	-3	2	0

Later entries:
SMILES	LYPLA2 counter	PAFAH1B3 inh	PAFAH2 FP inh	PAFAH1B2 FP inh	pPAFAH inh	PME-1 inh	PAD4 inh	LYPLA1 counter	GSTO1 inh
COc1ccccc1N1CCN(/N=C(\C)c2ccc(O)cc2)CC1	9	2	1	3	0	-3	-1	0	0
CC(C)c1ccc(NC2CCCN(C(=O)CCN3CCCO3)C2)cc1 (stereo not given)	-3	1	4	-5	2	3	-2	-1	2
COc1ccc(CCNC(=O)c2cc(-c3ccccn3)nc3ccccc23)cc1	2	-1	1	2	4	0	3	-3	.
Cc1cccc(C)c1N(Cc1ccccc1F)S(C)(=O)=O	-2	.	.	.	-13	-4	-3	-1	10
CCOC(=O)c1nn(-c2ccccc2)c2nc(-c3ccc(OC)cc3)c(C#N)c(=O)n12	-2	2	-9	6	-4	0	0	1	3
C(=N\n1cnnc1)/c1ccc(N2CCOCC2)s1	9	0	-1	0	3	7	1	2	-3
O=C(O)Cn1c(=O)c(-c2ccccc2)nc2ccccc21	-5	16	4	4	-2	1	-3	0	5
CCOP(=O)(c1ccc(N(C)C)cc1)C(O)c1ccccc1OC (stereo not given)	4	4	2	5	-3	-5	1	-2	-5
CC(C)c1ccc(C(=O)CN2C(=O)NC3(CCc4ccccc43)C2=O)cc1 (stereo not given)	.	2	1	3	-7	.	-3	.	.
C/C(=C1/C(=O)N(c2ccc([N+](=O)[O-])cc2)N=C1c1ccccc1)N(C)C	8	.	.	.	5	-7	-6	3	7
COc1ccc(CC(=O)NC2CCCCCC2)c(OC)c1	5	-4	1	3	3	-3	2	0	9
CC(=O)C1C(c2cccc(F)c2)NC(=O)NC1(O)C(F)(F)F (stereo not given)	-3	4	-5	2	2	1	0	-2	2

One compound at a time, from the list above:
Shown for `C/C(=C1/C(=O)N(c2ccc([N+](=O)[O-])cc2)N=C1c1ccccc1)N(C)C` → LYPLA2 counter = 8; PAFAH1B3 inh = .; PAFAH2 FP inh = .; PAFAH1B2 FP inh = .; pPAFAH inh = 5; PME-1 inh = -7; PAD4 inh = -6; LYPLA1 counter = 3; GSTO1 inh = 7
Shown for `CCOc1ccc(-n2c(SCC(=O)Nc3nccs3)nnc2-c2ccoc2C)cc1` → LYPLA2 counter = 7; PAFAH1B3 inh = 0; PAFAH2 FP inh = 3; PAFAH1B2 FP inh = 0; pPAFAH inh = 8; PME-1 inh = 3; PAD4 inh = -1; LYPLA1 counter = 7; GSTO1 inh = 10

Continued.
SMILES	LYPLA2 counter	PAFAH1B3 inh	PAFAH2 FP inh	PAFAH1B2 FP inh	pPAFAH inh	PME-1 inh	PAD4 inh	LYPLA1 counter	GSTO1 inh
O=C(O)CSc1nc2ccccc2n1-c1ccccc1	-1	7	-9	2	10	0	-3	2	2
Cc1cc(NCC(C)C)n2ncnc2n1	-1	6	-9	7	7	0	2	1	-1
O=C(NCc1cccs1)Nc1cccc(Cl)c1	11	5	-6	3	6	3	-5	5	-12
CC(=O)Nc1nonc1NC(=O)CSc1ccccn1	-9	4	2	7	0	-5	0	-2	6
CC(C)Cn1c(N)c(C(=O)COC(=O)c2ccc(O)cc2)c(=O)n(C)c1=O	1	13	4	2	6	1	-3	-1	3
Cc1ccn2c(Nc3ccc4c(c3)OCO4)c(-c3ccc(O)cc3)nc2c1	2	6	18	5	18	11	-4	0	2
CC(=O)c1sc(NC(=O)CCS(=O)(=O)c2ccc(Cl)cc2)nc1C	-1	9	-8	6	-3	-5	0	-1	3
O=C(NCC1CCCO1)c1cc(S(=O)(=O)Nc2ccc(Br)cc2)ccc1Cl (stereo not given)	8	15	-4	3	9	2	-2	2	10
CCCCCCCCCCOC(=O)c1csc2nnsc12	6	-4	-2	2	-6	-2	-6	2	3
CC(C)(C)OC(=O)N1CC(O)CC1C(=O)OCC(=O)c1ccc(Cl)cc1 (stereo not given)	7	9	-1	5	1	2	3	2	15
CCOc1cc2c(cc1OCC)CN(C(=O)c1cccc(S(=O)(=O)N3CCCC3)c1)CC2	3	8	0	2	6	0	-1	-1	.
CC1=NN(C(=O)Cc2ccc(C)cc2)C(O)(c2cccnc2)C1 (stereo not given)	-2	10	-15	7	5	3	-5	-1	5
Nc1nc(NCC2CCCO2)nc(NCC2CCCO2)c1[N+](=O)[O-] (stereo not given)	-7	9	3	4	-7	-6	0	-6	3
COCCn1c(C)nnc1SCC(=O)Nc1ccccc1[N+](=O)[O-]	1	7	-6	3	5	1	7	0	7
CC(=NCCc1c(C)[nH]c2ccc(OCc3ccccc3)cc12)C1=C(O)CC(c2ccccc2)CC1=O (stereo not given)	8	17	1	-2	10	-3	0	-1	6
CC(C)(Oc1ccc(C2CC2(Cl)Cl)cc1)C(=O)O (stereo not given)	2	-3	4	9	4	-3	-6	-1	-1
Cc1ccc(SCc2cc(-c3ccc(Cl)cc3)no2)cc1	0	-3	-3	13	3	3	0	-3	6
COc1ccccc1CNC(=O)N1CCN(c2ccccc2Cl)CC1	3	3	-2	-1	-2	0	-6	-1	3
C=CCOc1c(Cl)cc(CNn2cn[nH]c2=S)cc1OC	-2	9	-2	6	-1	-4	0	-4	1
COc1ccc(NC(=O)c2cc(-c3cccs3)on2)c(OC)c1	3	-16	9	3	1	5	-4	-3	6
O=C(NNC(=O)c1ccc(Br)o1)c1csc(N2CCOCC2)n1	-3	7	-3	7	-1	0	2	0	.
COc1ccc(-c2nc(N=Nc3ccc(O)cc3)n[nH]2)cc1	-2	1	6	6	-2	-60	-3	-8	6
Cc1ccc(C)c(Nc2cc(C)nc3ccccc23)c1	3	3	-12	-5	-1	-9	-1	-1	10
CCCOc1ccc(NC(=O)CC2C(=O)N(c3ccc(OCC)cc3)C(=S)N2C2CC2)cc1 (stereo not given)	0	0	-4	-1	2	0	-2	4	-4
COCCC(=O)Nc1ccc2c(c1)CN(C(=O)CCSC)CC2	1	7	-1	8	-3	1	9	0	-2
CNCC(O)c1ccc(OC(=O)C(C)(C)C)c(OC(=O)C(C)(C)C)c1 (stereo not given)	6	1	0	27*	3	3	1	2	6
COc1ccc(CCNC(=O)CN2C(=O)C3(OCCCO3)c3ccccc32)cc1OC	0	11	1	7	1	2	2	4	6
O=C(COC(=O)CNC(=O)C1CCCCC1)Nc1ccc(Br)cc1Br	1	-1	2	9	4	2	2	-1	.
COc1ccc(-n2c(COc3ccc(C)cc3)nnc2SCC(=O)O)cc1	0	5	6	3	-4	-14	-5	-1	0
Cc1nn(-c2nnc(NC3CCCCC3)nn2)c(C)c1Br	6	6	4	1	-1	7	-1	-4	15
Cc1ccc(C(C(=O)NC2CCCC2)N2CCCCC2)cc1 (stereo not given)	5	-6	-1	0	0	2	-1	0	-3
C/C(=N\NC(=O)Cn1cnc2ccccc21)c1cccs1	-4	0	7	6	-5	-2	3	-2	1
CS(=O)(=O)N(CCc1ccccc1)CC(=O)N1CCN(c2ccccc2F)CC1	4	-5	-7	-1	-3	-2	-4	1	3
Cc1n[nH]c(C)c1CN(C)C(=O)C1CCC(=O)N(CC2CCCCC2)C1 (stereo not given)	1	-3	3	1	-5	-8	-6	-1	3
O=C(CCN1C(=O)C2CC=CCC2C1=O)Nc1nccs1 (stereo not given)	6	-9	5	5	3	1	-1	1	0
COc1cc(OC)cc(-c2nnc(SCC(=O)N(Cc3ccccc3)C(C)(C)C)o2)c1	-13	3	-3	-1	1	-9	2	-8	5
Cn1nc(C(=O)Oc2cc(=O)n(C)c3ccccc23)c2ccccc2c1=O	3	12	-18	7	-2	-2	-4	1	-4
Cc1cccc(NC(=O)/C(C#N)=C/c2ccc(F)cc2)n1	6	3	2	8	14	16	12	4	30
CC1CCC2(CC1)NC(=O)N(CC(=O)Nc1cccc(S(=O)(=O)N3CCCC3)c1)C2=O (stereo not given)	-4	5	-1	6	1	5	1	-1	.
CCOC(=O)c1c(C)[nH]c(C)c1S(=O)(=O)N(C)CC(=O)Nc1ccc(C)cn1	8	12	0	3	11	6	-3	4	-2
O=[N+]([O-])c1ccc(C(O)CNC(=S)Nc2ccccc2)cc1 (stereo not given)	0	5	6	1	0	-1	-5	-2	0
CCOc1ncccc1C(=O)N1CCN(c2ccc(C(F)(F)F)cn2)CC1	2	0	6	-1	-2	3	0	0	6
COc1ccc(NC(=O)C2CCCN2C(=O)NC2CCCCC2)c(OC)c1 (stereo not given)	-4	7	4	2	1	-3	-2	-3	4

These rows are one share of the data; rates above refer to the full screens.
